High-throughput results: PubChem, Sanford-Burnham Center for Chemical Genomics
tim10-1 inh: growth inhibitors of tim10-1 mutant yeast, primary screen, luminescence, uHTS; S. cerevisiae tim10-1 ts strain growth, BacTiter-Glo, 24 h; inhibition, % at 20 µM; 2.2% of 330,000 active; AID 463190, 2010;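 active means inhibition of at least 40%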;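 further: mutant grown at 25 °C; 0% = DMSO wells with yeast and 100% = wells holding no yeast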
NR3A LBD binder: binders of NR3A ligand-binding domain, primary screen, biophysical, differential scanning fluorimetry, uHTS. Glutamate receptor ionotropic, NMDA 3A (GRIN3A) ligand-binding domain. 2.5% of 340,000 active. NR3A LBD differential scanning fluorimetry, Tm shift; 0% = protein alone, 100% = glycine-bound protein. Tm shift relative to glycine control, % at 25 µM;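 active means melting temperature shift of at least 10% of the positive control shift, at one fixed dose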
NLRP3 yeast inh: NALP3 inflammasome inhibitors in reconstituted yeast, primary screen, luminescence, uHTS | 0.39% of 330,000 active | inhibition, % at 10 µM | Yeast reconstituted NLRP3/ASC/caspase-1, beta-gal luminescence, 24 h | AID 2825, 2010;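 active means inhibition of 50% or more; inactive means inhibition below 50%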;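 further: plate controls were induced DMSO wells for no effect and uninduced yeast grown without galactose for full effect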
beta cell repl: inducers of MIN6 beta-cell proliferation, primary screen, ATP luminescence, uHTS | AID 2380, 2010 | 0.29% of 330,000 active | proliferation, % at 10 µM | MIN6 cells proliferation, ATPlite luminescence, 48 h; cells starved in 0.2% serum; 100% = growth in 10% serum;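 active means compounds whose signal lies at least 3.5 SD above the mean of all wells on their plate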;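 further: 0% = DMSO-treated cells in low-serum medium and 100% = 10% serum control; some compounds called inactive have numbers as strong as hits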
MPTP block: mitochondrial permeability transition pore inhibitors, primary screen, biochemical, isolated mouse mitochondria, absorbance; Ca2+ swelling absorbance, 30 min; 1.4% of 360,000 active; inhibition, % at 10 µM;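 active means inhibition of 50% or more, scaled per plate between neutral and stimulator controls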;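 further: 0% = DMSO wells given calcium and 100% = 1 mM EGTA wells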
APJ antagonist: antagonists of human apelin receptor APJ, primary screen, CHO-K1 cells, beta-arrestin complementation, luminescence; inhibition, % at 20 µM; P35414; 0.32% of 330,000 active;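 active means inhibition above about 40% at 20 µM, limit read from the data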;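 further: cells challenged with 10 nM apelin-13 agonist together with compound; plate controls were apelin-13 plus DMSO wells for no effect and DMSO wells lacking apelin-13 for full effect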
Target sequence (P35414 whole entry, looked up): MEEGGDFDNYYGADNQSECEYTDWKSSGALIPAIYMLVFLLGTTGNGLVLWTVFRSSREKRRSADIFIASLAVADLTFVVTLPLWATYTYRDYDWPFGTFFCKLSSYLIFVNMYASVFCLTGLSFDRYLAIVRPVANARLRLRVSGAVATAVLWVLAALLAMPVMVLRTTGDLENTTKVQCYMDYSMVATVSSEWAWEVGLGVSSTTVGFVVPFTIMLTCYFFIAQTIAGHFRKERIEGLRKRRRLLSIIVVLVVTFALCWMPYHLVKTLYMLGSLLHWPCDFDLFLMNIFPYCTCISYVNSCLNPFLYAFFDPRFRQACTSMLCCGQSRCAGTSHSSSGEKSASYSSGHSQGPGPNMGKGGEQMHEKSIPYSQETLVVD
APJ agonist: agonists of human apelin receptor APJ, primary screen, CHO-K1 cells, PathHunter beta-arrestin, luminescence | P35414 | 0% DMSO wells, 100% apelin | activation, % at 20 µM | 0.11% of 330,000 active;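 active means activation more than six SD over the plate average, tested at 20 µM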;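 further: 0% = DMSO alone and 100% = apelin-13 at 10 nM; some results filed as inactive read as strong as hits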
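Material: engineered CHO-K1 APJ arrestin reporter cells; amount: 1000 CHO-K1 reporter cells seeded per well; incubation: compound stimulation 90 min at 25 °C, detection 60 min; signal: luminescent beta-gal fragment complementation, chemiluminescent substrate; read-out basis: APJ agonist activity; controls: DMSO-only wells as negative, 10 nM Apelin-13 as positive control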
tim23-1 inh: growth inhibitors of tim23-1 mutant yeast, primary screen, luminescence, uHTS. inhibition, % at 20 µM. 1.3% of 330,000 active. S. cerevisiae tim23-1 growth, BacTiter-Glo luminescence, 24 h;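 active means growth inhibition of the mutant yeast at or above 50%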;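 further: temperature-sensitive mutant grown at 25 °C; plate controls were DMSO-treated mutant yeast for no effect and medium wells lacking yeast for full effect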
TIM10 inh: growth inhibitors of isogenic TIM10 control yeast, primary screen, counter-screen for tim10-1 yeast inhibitor project, luminescence, uHTS | S. cerevisiae TIM10 strain growth, BacTiter-Glo luminescence, 24 h | inhibition, % at 10 µM | 1.4% of 330,000 active | AID 463195, 2010;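 active means inhibition of 40% or more at the single tested concentration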;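 further: wild-type TIM10 isogenic control strain grown at permissive 25 °C; 0% = DMSO yeast wells and 100% = minimal medium wells without yeast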
The depositor's hits bear a star; . = not tested or not shown; & = joins results of further samples.

smiles	tim10-1 inh	NR3A LBD binder	NLRP3 yeast inh	beta cell repl	MPTP block	APJ antagonist	APJ agonist	tim23-1 inh	TIM10 inh
Cc1ccc(S(=O)(=O)c2nc(S(C)(=O)=O)sc2N2CCC(O)CC2)cc1	-3.6	0.5	-10.2	1.1	-1.7	-7.1	-2.7	-8.4	1.2
N#C/C(=C\c1c(Cl)cccc1Cl)c1nc2ccccc2o1	73.4*	-0.1	-5.3	-1.1	0.0	-64.2	2.2	61.7*	40.2*
O=[N+]([O-])c1ccc(NCCNCCOc2nonc2-c2ccccc2)c([N+](=O)[O-])c1	-9.1	-3.4	32.3	-5.2	4.2	-6.4	-1.2	12.0	1.8
O=C(Nc1ccc(-n2cccc2)cc1)C1CC1	30.7	-28.6	-1.1	-3.5	-1.2	-5.5	-3.3	33.7	20.4
CCC/C(=C1/c2ccccc2C(=O)N1c1ccccc1)c1ccc(O[C@@H]2CCCCO2)cc1	3.2	1.9	14.5	-6.2	-0.2	12.8	-4.3	17.0	-3.0
CC(C)C(C)NC(=O)COc1ncnc2ccccc12 (stereo unspecified)	-23.4	-1.7	20.3	-3.3	1.1	-12.8	-1.9	-38.3	-6.9
CC(NC(=O)C(=O)NN=C1CCCCCCCCCCC1)c1ccccc1 (stereo unspecified)	1.8	3.3	-6.8	-0.1	-0.7	4.6	-5.0	2.0	-6.4
Cc1ccc(S(=O)(=O)N(C)C)cc1NC(=S)NC(=O)C12CC3CC(CC(C3)C1)C2	5.6	0.5	13.9	0.0	60.0*	14.3	-1.9	-2.4	11.3
Cc1cccc(NC(=S)NCCSc2ccc(Cl)cc2)c1	45.4*	14.3*	16.5	-6.6	98.4*	-7.5	-1.1	27.9	35.0
CCN(CC)CCn1c2c(c(SCC(=O)Nc3ccc(C)c(F)c3)nc1=O)CCCC2	-1.6	1.2	20.4	-0.2	-1.4	12.2	-5.4	-13.5	12.4
CC(C)[C@H](CO)N(Cc1cccc(F)c1)c1nc(Nc2cccc(Cl)c2)c2ncn(C(C)C)c2n1	17.2	-5.2	-4.0	-8.7	-0.7	-1.8	3.0	22.4	8.6
COc1ccc(Cl)cc1NC(=S)NCc1ccc(S(N)(=O)=O)cc1	10.5	-5.2	18.0	0.0	0.4	0.2	2.3	7.0	6.4
O=C(Nc1ncc(Cc2ccc(Cl)cc2Cl)s1)c1ccc([N+](=O)[O-])cc1	9.7	-7.5	12.9	-2.7	11.9	-18.3	5.7	-27.5	-15.0
COc1ccc(NC(=O)/C(=C\c2ccccc2)NC(=O)c2ccco2)cc1	2.1	-0.4	12.2	0.0	0.8	10.1	-3.5	0.9	-3.1
CC(=O)Nc1ccc(Nc2ncc([N+](=O)[O-])c(Nc3ccc(NC(C)=O)cc3)n2)cc1	-2.9	-3.5	13.9	2.9	-2.1	4.9	-4.2	-0.6	-6.5
Cc1cc(C)n(CC(=O)NNC(=O)CC(C)c2ccccc2)n1 (stereo unspecified)	-12.2	0.4	17.0	1.5	0.3	7.8	-2.2	-3.6	-3.9
COc1ccc(-c2nnc(SCC(=O)NC(C)C)n2CC2CCCO2)cc1OC (stereo unspecified)	4.4	0.1	11.8	3.6	-0.2	8.1	0.8	2.9	7.4
CCCc1nc(SCC(=O)N2CCCC2)c2c(=O)n(C)c(=O)n(C)c2n1	-1.7	0.3	18.2	-3.1	-0.4	3.5	-8.5	8.3	4.4
O=S(=O)(N1CCOCC1)n1c(Cc2ccccc2)nc2ccccc21	32.3	0.6	20.4	0.9	1.3	-6.6	0.4	29.7	24.8
CC(=C\C(=O)O)/C(=C/c1ccccc1)C(=O)O	-0.1	-2.5	15.7	0.9	-1.3	9.2	-2.1	4.8	-14.2
COC(=O)c1ccc(CN2CCC(Oc3ccc(C(=O)N4CCCCC4)cc3)CC2)cc1	8.1	0.7	25.1	6.1	-0.8	10.3	-2.6	-1.4	1.7
CN(C)c1ccnc2c[cH-]cc12.[Fe].c1ccc(-[c-]2[c-](-c3ccccc3)[c-](-c3ccccc3)[c-](-c3ccccc3)[c-]2-c2ccccc2)cc1 (stereo unspecified)	33.9&-3.6	-4.4&-0.5	-3.3&-3.9	-7.9&-6.9	18.5&44.5	5.2&8.5	-0.7&-2.1	12.4&2.0	11.6&9.0
CCOC(=O)CN1NC2(CCCC(C)C2)NC1=S (stereo unspecified)	11.1	0.3	-8.0	-2.5	0.2	-7.7	1.1	0.8	-2.6
COc1cc(NC(=S)Nc2cccnc2)cc(OC)c1OC	0.0	2.3	0.6	-0.7	0.3	11.5	-0.2	9.0	-0.2
N#CCC1c2ccccc2CCN1C(=O)Nc1cccc(C(F)(F)F)c1 (stereo unspecified)	33.6	-1.0	3.5	-0.5	0.7	8.0	-3.6	14.9	6.2

Reprinted from the part before: 2 entries, followed by the next part.
smiles	tim10-1 inh	NR3A LBD binder	NLRP3 yeast inh	beta cell repl	MPTP block	APJ antagonist	APJ agonist	tim23-1 inh	TIM10 inh
COc1cc(NC(=S)Nc2cccnc2)cc(OC)c1OC	0.0	2.3	0.6	-0.7	0.3	11.5	-0.2	9.0	-0.2
N#CCC1c2ccccc2CCN1C(=O)Nc1cccc(C(F)(F)F)c1 (stereo unspecified)	33.6	-1.0	3.5	-0.5	0.7	8.0	-3.6	14.9	6.2
CC(C)(C)NS(=O)(=O)c1ccc(CCC(=O)NCc2ccc3c(c2)OCO3)cc1	2.2	-9.0	-4.3	-0.3	-0.2	1.3	7.1	8.0	9.6
COc1ccc(-c2nc3ccccc3c(=O)[nH]2)cc1	-5.0	-1.2	33.8	-3.0	0.3	3.9	-6.2	0.2	0.7
CCC(C)(C)n1nnnc1C(c1ccc2ncccc2c1)N1CCN(Cc2ccc3c(c2)OCO3)CC1 (stereo unspecified)	16.8	-2.8	1.4	-2.3	0.1	4.3	-4.2	9.6	3.6
COc1ccc(OC(C)C(=O)Nc2ccc(F)cc2F)cc1 (stereo unspecified)	-10.9	-1.0	26.1	-0.6	0.2	-10.9	-4.2	13.4	-16.6
O=S(=O)(Nc1ccc(-c2csc(-c3ccccc3)n2)cc1)c1ccc(F)cc1	21.2	22.2*	21.7	-3.8	6.8	-0.1	1.5	48.7	37.8
CCOc1ccc(NC(=O)CSC2=C(C#N)C(c3ccc4c(c3)OCO4)CC(=O)N2)cc1 (stereo unspecified)	-5.7	-8.4	-6.5	-3.2	-0.2	5.1	2.9	26.5	11.7
Cc1cccc(-n2c(C)nc3cc(C(=O)N4CCOCC4)ccc32)c1	9.5	-1.6	1.6	5.4	-1.1	4.8	0.2	-13.4	-3.3
O=C(Nc1ccc2ccccc2c1)c1cc(F)c(F)cc1Cl	11.8	-12.9	3.1	-1.9	1.8	-13.5	0.8	13.6	-2.8
O=C(CSc1ccc(Cl)cc1)N/N=C/c1cccnc1	3.2	-2.9	-3.0	-2.7	-1.5	1.8	0.7	6.5	14.6
CC(=O)N1CCN(C(=O)CCc2nnc(CCCCc3ccccc3)o2)CC1	-9.2	0.1	18.9	-2.6	-1.6	21.1	-2.2	10.7	-5.5
CC(=O)c1ccc(OCC(=O)N2CCN(S(=O)(=O)c3ccc(C)cc3C)CC2)cc1	11.5	0.3	3.7	1.4	-0.3	-7.4	-1.0	14.1	9.2
Cc1c(Cl)ccc(S(=O)(=O)NCCCn2ccnc2)c1Cl	-14.8	0.6	11.6	-1.4	-0.4	13.5	-2.6	-65.3	-39.6
COc1ccc(/C(C#N)=C/c2cccnc2)cc1	10.8	.	5.3	-0.3	-0.1	14.9	-2.2	10.3	0.7
COc1ccc(NC(=O)N(Cc2cccs2)Cc2cc3cc4c(cc3[nH]c2=O)OCO4)cc1	-6.0	.	49.2	-0.7	.	-4.1	-1.2	-10.4	-7.9
O=C(NC1CC2CCCC(C1)N2C(=S)Nc1ccc(Cl)cc1)C1CC1 (stereo unspecified)	-13.8	-2.2	16.7	-4.5	-2.5	24.2	-2.1	-4.7	7.6
Cn1c2c(c(=O)[nH]c1=O)C(c1ccc(O)cc1)C1=C(N2)c2ccccc2C1=O (stereo unspecified)	4.0	-14.8	6.3	-4.6	1.2	35.1	-3.2	-1.8	30.8
O=[N+]([O-])c1cccc(CP(=O)(c2ccccc2)c2ccccc2)c1	11.5	0.5	10.4	-3.0	-0.8	6.5	-3.5	16.7	5.7
NCCCC[C@H]1CN=C(N)N1CC1CCCCC1	-18.0	1.4	28.4	3.5	1.5	11.6	-3.7	-11.9	-6.5
CCOc1ccc(-c2ccc3nnc(SCC(=O)NCC4CCCO4)n3n2)cc1 (stereo unspecified)	8.3	-0.5	10.4	4.7	-0.8	-1.5	14.2	17.1	9.3
Cc1c(C(=O)Nc2ccc3nc(N4CCOCC4)sc3c2)oc2ccccc12	19.2	1.2	31.0	-3.7	1.0	-31.2	2.3	36.1	17.2
COC(=O)c1onc(C(=O)c2ccccc2)c1C(=O)OC	12.4	-3.8	-19.5	1.3	-0.5	5.6	-3.3	11.1	4.0
Cc1ccc(C(=O)NCC(=O)OCC(=O)c2ccc(Br)s2)cc1	0.7	-1.9	5.8	-3.5	-1.9	18.6	0.7	16.0	5.1
CCCOc1cccc(C(=O)O)c1	-4.1	-0.7	19.3	0.0	-0.3	-2.0	3.9	8.8	20.4
Fc1ccc(/C=N/N2CCOCC2)c(F)c1	13.8	-0.9	3.6	-0.5	-1.3	-7.5	-2.2	1.4	-0.9
CCCC(=O)Nc1c2c(nn1-c1ccc(C)cc1)CS(=O)(=O)C2	1.4	2.3	3.3	-0.8	0.4	19.8	-1.4	0.1	-2.0
CCOC(=O)c1ccccc1NC(=O)COC(=O)CN1C(=O)NC2(CCCC2)C1=O	-6.1	-0.3	17.4	-1.3	-0.1	-11.7	0.2	-6.3	-0.6
